Bioassay records: PubChem, several laboratories
CIT2 TOR yeast – modulators of TOR pathway CIT2-GFP in S. cerevisiae. S. cerevisiae CIT2-GFP strain, flow cytometry, 3 h; 100 means same as DMSO wells. GFP response vs DMSO, % at 10 µM. hit rate 0.065% among 320,000;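 active means GFP response relative to DMSO above a set limit, near the screen mean plus 3 SD, cut at about 150% in these data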;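 further: ratio of well median GFP fluorescence to mean of DMSO wells on the plate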
CR mimetic SO – yeast age-related superoxide inhibition as caloric restriction mimetic; hit rate 0.18% among 330,000; S. cerevisiae aged cells, superoxide DHE fluorescence; stronger effect = lower value; superoxide response (% of plate mean), % at 10 µM; AID 2690;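 active means superoxide response under a set limit, about three screen SD below normal, cut at about 65% in these data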;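 further: yeast aged for seven days with compound at 30 °C before DHE staining; 100% = average MFI of all compound-treated wells on the plate with controls excluded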
AGP1 TOR yeast – alters AGP1-GFP fluorescence in TOR pathway yeast screen. S. cerevisiae AGP1-GFP multiplex flow cytometry, 3 h; GFP as percent of DMSO wells. GFP response vs DMSO, % at 10 µM. hit rate 0.02% among 320,000;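 active means GFP response relative to DMSO above a set limit, near screen average plus 3 SD, cut at about 150% in these data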;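 further: median GFP channel fluorescence of the gated AGP1 strain per well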
VLA-4 inh – inhibition in a human VLA-4 binding assay; VLA-4 expressing cells, ligand binding flow cytometry; AID 2557; inhibition, % (about 7 µM as worked out from the volumes in the protocol); hit rate 0.2% among 330,000; P13612; in the data active means inhibition above about 50%
MEX-5 binding – C. elegans MEX-5 TCR-2 RNA binding activity; hit rate 0.38% among 300,000; Q9XUB2; activity score (negative = inhibition of binding), % at 10 µM; MEX-5/FITC-TCR2 RNA binding, fluorescence polarization; stronger effect = lower value; AID 1832;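 active means inhibition past about -25% in most replicates, and total fluorescence under double the plate's negative control median, limit read from the data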;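 further: 0% = DMSO and -100% = 5 µM competing unlabeled TCR2 RNA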
GRK2 aptamer HTS – blocks RNA aptamer binding to human GRK2. P25098. bead flow cytometry, FAM-aptamer displacement from GRK2. inhibition of aptamer binding, % at 10 µM. hit rate 0.59% among 330,000. AID 488847;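 active means inhibition of aptamer binding above 40%, roughly 3 SD of noise, on plates passing a quality check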;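 further: median bead fluorescence of bound FAM aptamer so fluorescent compounds give negative values; no value below 0 was filed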
Bcl-xL primary – inhibitors of human Bcl-xL; hit rate 0.7% among 320,000; inhibition, % at 10.9 µM; GST-Bcl-xL / FITC-Bim BH3 peptide fluorescence polarization;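 active means inhibition above the mean of all tested compounds plus 3 SD, cutoff set per campaign, cut at about 30% in these data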;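 further: 0% = DMSO wells and 100% = unlabeled Bim-BH3 peptide competitor; inhibitors lower millipolarization by displacing the labeled peptide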
Target sequence (Q07817 whole entry, looked up): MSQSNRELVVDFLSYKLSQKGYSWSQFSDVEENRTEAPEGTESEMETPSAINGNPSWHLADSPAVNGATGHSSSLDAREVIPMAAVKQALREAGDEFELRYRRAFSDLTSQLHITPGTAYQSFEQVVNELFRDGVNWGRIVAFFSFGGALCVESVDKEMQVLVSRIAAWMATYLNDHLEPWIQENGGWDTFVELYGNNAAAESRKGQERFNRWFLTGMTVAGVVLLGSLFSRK
GLD-1 TGE inh – GLD-1-TGE RNA interaction inhibition (C. elegans); Q17339; purified GLD-1 + fluorescein TGE RNA, fluorescence polarization; inhibition, % at 5.96 µM; hit rate 0.44% among 320,000; AID 2280;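 active means percent inhibition above a per-plate cutoff, the plate mean of test compounds plus 3 SD, cut at about 30% in these data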;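 further: 0% = DMSO wells with GLD-1 and probe and 100% = wells lacking GLD-1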
Target sequence (Q17339 whole entry, looked up): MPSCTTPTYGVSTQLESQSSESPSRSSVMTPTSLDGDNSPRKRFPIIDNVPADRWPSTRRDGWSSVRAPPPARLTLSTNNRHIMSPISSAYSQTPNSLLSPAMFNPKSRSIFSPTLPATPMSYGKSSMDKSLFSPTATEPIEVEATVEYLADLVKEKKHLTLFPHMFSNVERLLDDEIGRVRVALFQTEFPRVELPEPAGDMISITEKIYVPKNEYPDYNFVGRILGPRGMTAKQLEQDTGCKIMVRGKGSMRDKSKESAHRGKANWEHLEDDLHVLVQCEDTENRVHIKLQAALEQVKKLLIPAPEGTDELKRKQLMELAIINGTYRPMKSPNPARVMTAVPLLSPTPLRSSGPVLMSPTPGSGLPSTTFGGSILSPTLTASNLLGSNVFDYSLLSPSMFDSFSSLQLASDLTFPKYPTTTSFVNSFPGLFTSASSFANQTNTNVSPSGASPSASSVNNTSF
MCL1 BIM primary – disrupts human MCL1 binding to BIM-BH3 peptide; GST-MCL1 / FITC-Bim-BH3 fluorescence polarization; inhibition, % at 10.9 µM; Q07820; hit rate 0.68% among 320,000; AID 2057;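 active means inhibition above the mean inhibition of all tested compounds plus 3 SD, set per campaign, cut at about 40% in these data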;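 further: 0% = DMSO wells and 100% = unlabeled Bim-BH3 peptide control; higher means more loss of mP so more displacement of Bim peptide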
Starred values were filed as active, the others as inactive; . = no result given.

SMILES,CR mimetic SO,AGP1 TOR yeast,VLA-4 inh,MEX-5 binding,GLD-1 TGE inh,GRK2 aptamer HTS,CIT2 TOR yeast,Bcl-xL primary,MCL1 BIM primary
O=C(c1cccs1)N1CCN(S(=O)(=O)N2CCCCC2)CC1,105,88,11,.,6,2,91,-2,1
CCCN1C(=O)C2C(C(=O)Nc3cccc(OC)c3)C3C=CC2(O3)C1C(=O)NC1CCCCC1 (stereo not given),94,117,5,1.9,2,0,105,5,5
O=C(Nc1ccc(Cl)cc1C(=O)O)c1ccc2c(c1)C(=O)N(Cc1ccco1)C2=O,125,94,15,-1.3,18,3,101,11,10
O=S(=O)(NCCSc1ccc(Cl)cc1)c1ccc2c(c1)OCCO2,93,89,-2,-2.5,12,0,80,11,14
COc1nc(NC(C)(C)C)nc(Oc2ccc(=O)n(C)n2)n1,104,110,-11,-0.3,-3,1,103,5,2
COc1ccc(C(=O)Nc2cc(C)nn2-c2cccc(F)c2)cc1,90,97,-7,1.2,9,0,102,1,-3
COC(=O)c1sccc1NC(=O)c1ccccc1F,104,95,-3,0.7,5,0,111,0,-9
COC(=O)c1csc(S(=O)(=O)N2CCOCC2)c1OC,92,105,3,-1.5,3,0,97,1,6
CCc1cccc2c(/C=N/NC(=O)c3cccc(S(=O)(=O)Nc4ccccc4Cl)c3)c[nH]c12,97,92,12,-1.8,5,1,102,4,5
CN(Cc1ccco1)C(=O)Cn1ncc2c([nH]c3ccccc32)c1=O,96,97,5,-3.8,6,3,102,-3,-1
CCOC(=O)Cc1csc(NC(=S)NC(=O)c2ccccc2Br)n1,101,93,2,1.9,1,0,94,8,1
C=C(C)Cn1c(SCC(=O)N/N=C/c2ccccc2OCC(=O)O)nnc1-c1ccc(Br)cc1,96,97,-3,0.6,1,0,98,0,10
Cc1ccn2c(NC(C)(C)C)c(-c3cccs3)nc2c1,99,104,12,-0.5,3,0,100,-1,-1
Cc1ccc(NC(=O)CSc2nnc(-c3ccc(S(=O)(=O)N4CCCC4)cc3)o2)cc1C,107,109,8,.,3,0,104,1,-4
Cc1cnc(C(=O)OCC(=O)c2c(N)n(CC(C)C)c(=O)n(C)c2=O)cn1,104,110,15,-0.8,5,6,109,1,-2
O=C(CCNS(=O)(=O)c1ccc(Cl)cc1)OCC(=O)N1CCN(C(=O)c2ccco2)CC1,103,98,11,1.3,-1,2,87,-3,-2
CCOCCCNC(=O)c1cc(C)nn1-c1ccccc1,98,113,-15,2.3,5,4,103,1,3
COCCOC(=O)C1=C(C)OC(N)=C(C#N)C1c1ccc2c(c1)OCO2 (stereo not given),98,106,-7,-5.1,5,0,119,3,7
Cc1ccn2c(C(=O)NN=C3CCCCCCC3)c(C)nc2c1,110,102,-2,6.0,-7,2,112,5,7
COc1ccccc1CC(=O)Nc1cccc(C(=O)Nc2nccs2)c1,101,104,5,2.4,2,1,96,5,-4
COc1cc(S(=O)(=O)N2CCC(C(N)=O)CC2)c(C)cc1C,110,87,1,1.9,4,0,.,-1,-1
NNC(=O)c1ccc(Oc2cc(Cl)cc(Cl)c2)o1,107,86,-4,3.3,1,0,72,-1,1
Cc1ccc(C(=O)N2CCN(c3ccc(NC(=O)Cc4ccccc4)cc3)CC2)cc1,94,85,-1,-1.2,0,2,94,9,8
CC1=CC(C)(C)Nc2ccc(Cc3ccc4c(c3)C(C)=CC(C)(C)N4)cc21,90,74,22,0.2,3,3,107,12,10
CSc1ncc(C(=O)Nc2cccc(C)c2C)c(C)n1,93,102,12,0.4,.,4,104,.,.
COc1ccc(NC(=O)C2C3C=CC(C3)C2C(=O)O)cc1 (stereo not given),93,105,5,-3.6,4,1,100,-2,-5
CC1=Nc2cc(C(=O)NCCCN3CCN(C)CC3)ccc2Sc2ccc(C)cc21,109,98,10,-1.4,-9,0,102,-2,-3
CCN(CC)S(=O)(=O)c1ccc(N(C)C)c(NC(=O)C2CCCC2)c1,101,112,3,3.8,0,2,108,5,5
CCOC(=O)C1=C(COC(=O)c2cccc(NC(C)=O)c2)NC(=O)NC1C (stereo not given),80,115,9,-0.9,5,1,109,2,2
CC(C)C[C@H](NC(=O)N1CCCCCC1)C(=O)O,88,109,-1,1.9,-1,0,109,0,1
COc1ccc(S(=O)(=O)N2CCN(C(=O)NC3CCCCC3)CC2)cc1OC,92,98,8,0.1,13,2,91,-4,0
CN(C(=S)NC(=O)CCCOc1ccc(Cl)cc1Cl)c1ccccc1,110,98,8,0.2,9,2,92,0,1
CC(C)(C)NC(=O)CN(C(=O)C(=O)Nc1ccc2c(c1)OCCO2)C1CCCC1,109,105,9,-3.0,-2,0,103,5,3
CC(C)NC(=S)N/N=C1\CCCCC1C1CCCCC1 (stereo not given),108,110,-16,-1.8,1,0,113,4,8
Cc1nnsc1-c1nnc(SCC(=O)c2ccc(F)cc2)n1C1CC1,121,101,1,-3.5,3,2,90,-2,1
COc1cc(-c2nc3c4ccccc4nc(=S)n3[nH]2)cc(OC)c1OC,104,105,2,0.8,8,0,100,-23,-13
Cc1ccc(OCCCC(=O)ON=C(N)c2ccccc2C)cc1,102,101,-1,.,0,0,102,-2,-1
O=C(O)C1(P(=O)(c2ccc(Cl)cc2)c2ccc(Cl)cc2)CC1,107,109,-6,-2.3,10,2,104,1,-3
COc1ccc(C(=O)OCC(=O)NCCCc2ccccc2)c(OC)c1,89,100,12,-2.3,3,1,99,3,2
Cc1csc(NC(=O)c2cn3ccccc3n2)n1,80,94,7,0.5,7,0,91,2,0
CC(=O)NS(=O)(=O)c1ccc(N=c2ssc3c2-c2cc(C)c(C)cc2NC3(C)C)cc1,95,108,3,-2.8,9,2,103,15,10
CN(C)C(CNC(=O)CNC(=O)c1ccc2ccccc2c1)c1ccccc1 (stereo not given),92,102,-1,2.7,-2,0,104,2,0
C=CCOc1ccc(CNc2ccc3[nH]c(=O)[nH]c3c2)cc1,106,94,6,-0.6,-11,0,88,5,7
C/C(=N\NC(=O)CSCc1ccc([N+](=O)[O-])cc1)c1ccccc1O,112,97,-1,1.9,0,1,108,0,-9
Cc1ccc(-c2nc3ccccc3c(=O)n2N)cc1,98,79,4,-1.0,9,2,86,3,2
COc1c(C(=O)Nc2c(C)n(C)n(-c3ccccc3)c2=O)ccc2ccccc12,103,101,-1,-0.4,-6,5,97,2,4
O=C(COC(=O)c1ccc(Cl)nc1)NC(=O)c1ccc(OC(F)F)cc1,75,104,20,-1.4,5,0,94,-3,-3
CC(C(=O)N1CCN(C(=O)c2ccco2)CC1)n1sc2ccccc2c1=O (stereo not given),97,96,14,-0.6,-4,4,95,2,-2
CC(C)c1ccc(CC(NC(=O)c2ccccc2)C(=O)NCC(=O)O)cc1 (stereo not given),106,105,21,0.2,3,1,99,4,-4
CCN(CC(=O)Nc1ccc(NC(C)=O)cc1)C(=O)c1cccc(S(=O)(=O)N2CCCC2)c1,101,101,7,-1.3,7,0,107,3,2
O=[N+]([O-])c1cn(-c2nc(-c3ccco3)cc(C(F)(F)F)n2)cn1,91,98,0,0.5,0,0,99,0,-3
O=C(COC(=O)Cc1c[nH]c2ccccc12)NC1CCS(=O)(=O)C1 (stereo not given),88,100,3,1.1,-4,0,90,-3,-6

Gathered by group: those above containing four or more nitrogen atoms.
SMILES,CR mimetic SO,AGP1 TOR yeast,VLA-4 inh,MEX-5 binding,GLD-1 TGE inh,GRK2 aptamer HTS,CIT2 TOR yeast,Bcl-xL primary,MCL1 BIM primary
COc1nc(NC(C)(C)C)nc(Oc2ccc(=O)n(C)n2)n1,104,110,-11,-0.3,-3,1,103,5,2
CCc1cccc2c(/C=N/NC(=O)c3cccc(S(=O)(=O)Nc4ccccc4Cl)c3)c[nH]c12,97,92,12,-1.8,5,1,102,4,5
CN(Cc1ccco1)C(=O)Cn1ncc2c([nH]c3ccccc32)c1=O,96,97,5,-3.8,6,3,102,-3,-1
C=C(C)Cn1c(SCC(=O)N/N=C/c2ccccc2OCC(=O)O)nnc1-c1ccc(Br)cc1,96,97,-3,0.6,1,0,98,0,10
Cc1ccc(NC(=O)CSc2nnc(-c3ccc(S(=O)(=O)N4CCCC4)cc3)o2)cc1C,107,109,8,.,3,0,104,1,-4
Cc1cnc(C(=O)OCC(=O)c2c(N)n(CC(C)C)c(=O)n(C)c2=O)cn1,104,110,15,-0.8,5,6,109,1,-2
Cc1ccn2c(C(=O)NN=C3CCCCCCC3)c(C)nc2c1,110,102,-2,6.0,-7,2,112,5,7
CC1=Nc2cc(C(=O)NCCCN3CCN(C)CC3)ccc2Sc2ccc(C)cc21,109,98,10,-1.4,-9,0,102,-2,-3
Cc1nnsc1-c1nnc(SCC(=O)c2ccc(F)cc2)n1C1CC1,121,101,1,-3.5,3,2,90,-2,1
COc1cc(-c2nc3c4ccccc4nc(=S)n3[nH]2)cc(OC)c1OC,104,105,2,0.8,8,0,100,-23,-13
Cc1csc(NC(=O)c2cn3ccccc3n2)n1,80,94,7,0.5,7,0,91,2,0
CCN(CC(=O)Nc1ccc(NC(C)=O)cc1)C(=O)c1cccc(S(=O)(=O)N2CCCC2)c1,101,101,7,-1.3,7,0,107,3,2
O=[N+]([O-])c1cn(-c2nc(-c3ccco3)cc(C(F)(F)F)n2)cn1,91,98,0,0.5,0,0,99,0,-3

Copied from the list:
CCN(CC(=O)Nc1ccc(NC(C)=O)cc1)C(=O)c1cccc(S(=O)(=O)N2CCCC2)c1 in MEX-5 binding is listed with -1.3
CC(C(=O)N1CCN(C(=O)c2ccco2)CC1)n1sc2ccccc2c1=O (stereo not given) in AGP1 TOR yeast is listed with 96

Outcome played no part in choosing rows (roughly 2.1% active in at least one column).
